Assay outcomes as filed in PubChem BioAssay.
RAD54 branch: RAD54 (human) branch migration inhibition | RAD54 Holliday junction branch migration, FAM/BHQ fluorescence | hit rate 0.14% among 360,000 | inhibition, % at 10.4 µM | Q92698;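 active = mean normalized replicate activity at least 40 and at least half of replicates scoring 40 or more; inconclusive = only one of the two criteria met; inactive = mean below 40 and under half of replicates reaching 40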;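 note: 0% = median of neutral control wells and 100% = median of positive control wells; inhibitors cause a drop in the FAM fluorescence signal; in these data hits start at about 50%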
RAD52 anneal inh: blocks human RAD52 DNA annealing; AID 651710; inhibition, % at 18.7 µM; P43351; recombinant RAD52 DNA annealing, FRET fluorescence; hit rate 0.46% among 360,000;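 active = every replicate showing at least 50% inhibition; inconclusive = mean inhibition at least 50% but not in every replicate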
Target sequence (P43351 whole entry, looked up): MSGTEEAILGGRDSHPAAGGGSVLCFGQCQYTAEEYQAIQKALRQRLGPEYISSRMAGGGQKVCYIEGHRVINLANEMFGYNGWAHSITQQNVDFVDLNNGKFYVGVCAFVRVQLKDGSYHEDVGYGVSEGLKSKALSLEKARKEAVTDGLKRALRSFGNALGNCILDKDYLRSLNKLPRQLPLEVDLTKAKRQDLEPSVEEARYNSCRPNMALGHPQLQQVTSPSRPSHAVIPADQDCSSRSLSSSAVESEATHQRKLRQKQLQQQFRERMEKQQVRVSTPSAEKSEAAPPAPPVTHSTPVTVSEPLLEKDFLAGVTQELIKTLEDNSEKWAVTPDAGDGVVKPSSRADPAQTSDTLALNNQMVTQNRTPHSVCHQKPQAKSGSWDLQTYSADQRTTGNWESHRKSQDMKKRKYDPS
E-selectin induc: induces E-selectin expression in human endothelial cells | HUVEC E-selectin immunofluorescence imaging; normalized: neutral wells 0, TNF-alpha wells 100 | activation, % at 7.58 µM | hit rate 0.37% among 260,000 | AID 686992;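 active = mean E-selectin-positive cell signal at least 10% of the positive control, reached in at least 60% of replicates, without over 20% cell loss; inconclusive = no rule given, readout overlaps actives, possibly toxicity-flagged; inactive = the rest, including those meeting only one limit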;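 note: in these data hits start at about 27%; measured in HUVEC primary endothelial cells; signal is the percent of cells scored E-selectin positive by PE staining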
Target sequence (P16581 whole entry, looked up): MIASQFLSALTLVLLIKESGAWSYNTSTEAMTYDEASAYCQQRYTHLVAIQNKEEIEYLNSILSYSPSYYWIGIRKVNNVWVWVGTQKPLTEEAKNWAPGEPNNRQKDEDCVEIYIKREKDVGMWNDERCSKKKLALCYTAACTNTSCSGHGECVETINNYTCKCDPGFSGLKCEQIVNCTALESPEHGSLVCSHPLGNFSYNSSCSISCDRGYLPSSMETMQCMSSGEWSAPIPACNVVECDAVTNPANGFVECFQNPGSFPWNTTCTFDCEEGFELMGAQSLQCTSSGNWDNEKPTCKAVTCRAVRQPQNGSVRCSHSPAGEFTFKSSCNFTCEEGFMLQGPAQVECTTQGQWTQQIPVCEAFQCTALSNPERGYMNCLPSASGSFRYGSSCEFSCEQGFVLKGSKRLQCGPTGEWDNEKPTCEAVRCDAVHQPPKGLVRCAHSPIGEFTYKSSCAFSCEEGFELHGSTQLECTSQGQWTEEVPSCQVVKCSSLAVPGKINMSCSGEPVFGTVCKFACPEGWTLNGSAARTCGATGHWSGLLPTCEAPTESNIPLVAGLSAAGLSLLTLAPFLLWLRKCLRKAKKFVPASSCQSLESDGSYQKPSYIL
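Read-out: % PE-positive cells | Test system: HUVEC | Doses: One compound dose added by pin transfer | Buffer or medium: EGM-2 over gelatin coat | Signal: Immunofluorescence imaging | Benchmarks: TNF-alpha, DMSO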
esBAF inh: blocks esBAF chromatin remodeling in mouse ES cells. hit rate 2% among 350,000. Bmi1-luciferase knock-in reporter, 24 h; 100% = twice the neutral-well signal. reporter increase, % at 12.5 µM. AID 602393; in the data active = activation above about 40%; inconclusive = no clear call, values can overlap the other calls;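 note: 0% = median of the plate's neutral control wells and 100% = double that signal; a rise in the Bmi1 reporter signal indicates esBAF inhibition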
CASP6 VEID inh: caspase-6 (human) enzyme inhibition. P55212. purified caspase-6, Z-VEID-R110 cleavage fluorescence. inhibition, % at 12.5 µM. hit rate 0.53% among 350,000. AID 686996;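 active = mean inhibition across replicates at least about 35%, with every replicate also reaching that limit, limit read from the data; inconclusive = only one of the two criteria met; inactive = neither criterion met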;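 note: 0% = median of neutral control wells and 100% = no fluorescence left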
PglD inh: inhibitors of Campylobacter jejuni PglD acetyltransferase; inhibition, % at 12.5 µM; purified PglD enzyme, DTNB colorimetric CoA detection; hit rate 0.098% among 360,000; in the data active = inhibition above about 16%, passing the limit was not always enough; inconclusive = no clear call, values can overlap the other calls; note: strong numbers were not always called active
ERp5 inh: blocks human ERp5 reductase activity on insulin | AID 651711 | hit rate 0.05% among 350,000 | ERp5 insulin aggregation, absorbance 650 nm, 90 min | inhibition, % at 9.99 µM;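 active = mean replicate inhibition above about 25%, with every replicate also reaching it, limit read from the data, passing the limit was not always enough; inconclusive = only one of those two criteria met; inactive = neither criterion met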
ARNT-TACC3 inh: disrupts binding between human ARNT and TACC3; AlphaScreen His-ARNT PAS-B/GST-TACC3 binding, luminescence; TACC3 fragment carries E629A point mutation; Q9Y6A5; inhibition, % at 9.99 µM; hit rate 0.66% among 390,000;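 active = mean inhibition of replicates at least 50% and at least half of replicates each reaching 50%; inconclusive = half or more replicates reach 50% but mean below 50%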;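 note: 0% = complete ARNT plus TACC3 wells and 100% = ARNT alone without TACC3; many hits fall short of the cut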
Active calls of the source: *; ? = inconclusive; . = no result given.

SMILES	RAD54 branch	RAD52 anneal inh	E-selectin induc	esBAF inh	CASP6 VEID inh	PglD inh	ERp5 inh	ARNT-TACC3 inh
Cc1cccc(C)c1NC(=O)C(c1ccccc1F)n1c(=O)c(-c2ccco2)nc2ccccc21 (centres undefined)	.	-33	-0.1	.	4	.	4	.
Cc1ccc(S(=O)(=O)N2CCOCC2)cc1NC(=O)Cn1cc(C(F)(F)F)cc(Cl)c1=O	-19	.	-0.9	.	.	3	.	17
Cc1ccc(S(=O)(=O)N(C)CC(=O)NCC(=O)Nc2ccc(F)c(F)c2F)cc1	-6	-3	.	0	-3	-1	1	-5
N#CC1=C(N)Oc2cc(O)ccc2C1c1ccc(Br)s1 (centres undefined)	-145	-420	.	-4	14	-3	3	-2
O=C(CSc1nnc(NC2CCCCC2)s1)Nc1ccc2c(c1)C(=O)c1ccccc1C2=O	.	-12	-0.7	.	-4	.	-8	.
C[C@@H]1CN([C@@H](C)CO)C(=O)c2cc(C#CCN(C)C)cnc2O[C@@H]1CN(C)Cc1ccncc1	1	5	-0.3	-2	-19	1	2	7
CCOC(=O)C(=NC1CCS(=O)(=O)C1)NNc1ccc(Br)cc1 (centres undefined)	-2	4	.	2	-1	-5	4	4
C[C@@H]1CN([C@H](C)CO)C(=O)c2cc(NC(=O)c3ccccc3)ccc2O[C@@H](C)CCCCO[C@H]1CN(C)S(=O)(=O)c1ccccc1	10	-36	.	-2	-3	-1	-5	-2
Cc1cnc(NC(=O)CSc2nc3ccccc3c(=O)[nH]2)s1	-4	.	.	-2	.	-3	.	17
CC(C)CCN1C(=O)c2ccc(-c3nc4ccccc4c(=O)o3)cc2C1=O	6	.	.	6	.	-2	.	-4
CC1CN(C(=O)COC(=O)c2ccc(Cl)c(S(=O)(=O)N3CCCCC3)c2)CC(C)O1 (centres undefined)	3	-5	-0.4	12	2	-2	2	12
CNC[C@H]1Oc2cc(-c3ccccc3F)ccc2S(=O)(=O)N([C@H](C)CO)C[C@@H]1C	0	18	0.7	4	5	1	-1	-4
Cc1ccc(S(=O)(=O)Nc2ccc3c(c2)CC(=O)N([C@H](C)CO)C[C@@H](C)[C@@H](CN(C)S(=O)(=O)c2ccccc2)O3)cc1	2	.	-0.2	1	.	-3	.	-9
O=C(CN(c1ccccc1)S(=O)(=O)c1ccccc1[N+](=O)[O-])Nc1ccccc1C(=O)N1CCOCC1	.	-6	-0.6	-6	-2	.	-1	5
CC(C)c1ccc(N2C(=NC(=O)C3CC3)SC3CS(=O)(=O)CC32)cc1 (centres undefined)	-7	-8	.	-2	2	2	1	-4
c1ccc2c(NCC3CCCO3)nc(N3CCOCC3)nc2c1 (centres undefined)	-2	-6	-0.2	-1	-6	-2	-3	6
O=S(=O)(c1ccc(Cl)c2ccccc12)N1CCCC1	.	-9	0.2	.	.	.	5	6
COCc1c(Br)c(C)nc2sc3c(=O)[nH]nnc3c12	-18	-18	.	-5	3	-5	3	17
CC(C(=O)N1CCN(C(=O)c2ccco2)CC1)N1C(=O)NC2(CCCCC2C)C1=O (centres undefined)	-5	-1	.	2	2	0	-8	-3
COC(=O)C1=C(N)Oc2cc(C)n(C)c(=O)c2C1c1ccc(Cl)c(Cl)c1 (centres undefined)	-3	.	.	7	.	-2	.	-1
CN(C)CCCNC(=O)N1c2ccccc2C=Cc2ccccc21	-1	-4	.	12	-6	-1	1	-4
CC(=O)Nc1nc2c(ccc3ccccc32)s1	-9	10	.	13	0	0	3	-10
COc1cccc(CN(C)C(=O)Cc2c[nH]c3ccccc23)c1	-1	-18	1.4	.	-8	1	13	3
COc1ccc(C(C(=O)NCc2ccccc2)N(Cc2cccs2)C(=O)c2cnccn2)cc1 (centres undefined)	-6	.	.	9	.	3	.	-15
CCS(=O)(=O)Nc1ccc2c(c1)C(=O)N(C)[C@H]1CC[C@@H](CC(=O)N3CCCCC3)O[C@H]1CO2	0	-2	0.1	1	-4	1	1	-4
CCCN1[C@H](C(=O)OC)[C@@H](CO)[C@@H]2Cn3c(ccc(-c4cccnc4)c3=O)[C@@H]21	.	-8	-0.4	.	4	.	-2	.
C[C@@H]1CN([C@H](C)CO)C(=O)c2cc(NS(C)(=O)=O)ccc2O[C@@H](C)CCCCO[C@H]1CN(C)C(=O)Nc1ccc(F)cc1	-6	-1	-0.1	3	-1	4	-6	-7
CCOc1ccc(/C=C/C(=O)N(CC)CC(=O)NCc2cccs2)cc1OC	3	-11	4.6	6	6	4	3	.
CC(C)=C1C2CCC1C1C(=O)N(NC(=O)c3ccco3)C(=O)C21 (centres undefined)	-5	-10	3.8	-1	0	-9	5	-14
COc1ccc(S(=O)(=O)N2CCCCCC2)cc1C(=O)N(C)CC(=O)Nc1cc(C)ccc1C	-8	-30	-0.2	4	-3	2	-1	-9
COc1cccc(CNC(=O)CCNS(=O)(=O)c2ccc3c(c2)CC(C)N3C(C)=O)c1 (centres undefined)	-7	9	0.0	-5	1	2	0	0
CN(C)CCNc1ccc(CO)c2sc3ccc(O)cc3c(=O)c12	.	0	0.0	.	-32	.	-8	32
C[C@@H]1CN([C@H](C)CO)C(=O)Cc2cc(NC(=O)NC3CCCCC3)ccc2O[C@H]1CN(C)S(=O)(=O)c1cccs1	-2	-11	0.0	4	3	3	5	.
CC(C)(C)NC(=O)CN(c1cccc([N+](=O)[O-])c1)S(=O)(=O)c1ccccc1	.	-20	.	.	1	.	-5	5
O=S(=O)(NCC(c1cccnc1)N1CCN(c2ccc(F)cc2)CC1)c1cccs1 (centres undefined)	-9	-23	0.5	-2	-1	0	5	1
COc1ccc(C(=O)NC2CC2)cc1OC1CCN(Cc2ccccc2F)CC1	2	-3	.	.	-4	-1	1	-7
Cc1ccc(NC(=S)N(Cc2ccco2)C(C)c2cccs2)cc1 (centres undefined)	10	1	-2.6	.	0	0	2	-18
Cc1ccc(S(=O)(=O)Nc2ccc3c(c2)C(=O)N([C@@H](C)CO)C[C@@H](C)[C@H](CN(C)S(=O)(=O)c2c(C)noc2C)OCCCC[C@H](C)O3)cc1	5	-43	.	-1	2	-4	-1	2
O=C(OCc1cc(=O)n2c(n1)sc1ccccc12)c1ccc(O)cc1	.	-16	-3.1	26	3	.	-4	-9
COC(=O)c1cc(C#N)c(N(C)Cc2ccccc2)nc1C	-5	.	.	20	.	-3	.	-9
CCn1c(CSc2nc(C)cc(C)n2)nnc1SCC(=O)Nc1ccccc1	12	.	.	3	.	0	.	4
Cc1ccc(NC(=O)NCCCc2ccccc2)cc1	.	6	.	.	-2	.	0	0
CN(C)c1oc(-c2ccc(OCc3ccc(Cl)cc3)cc2)nc1C#N	6	.	.	-5	.	0	.	-21
O=C(C1CCCC1)N1CCCCN2[C@H](C1)[C@@H](c1ccc(-c3cccc(F)c3)cc1)[C@@H]2CO	1	30	.	.	1	1	2	2
C[C@@H]1CN([C@@H](C)CO)S(=O)(=O)c2ccc(-c3cccnc3)cc2O[C@H]1CN(C)C(=O)C1CCC1	-6	17	-0.5	3	0	4	3	6
COc1ccc(CNC(=O)CCS(=O)(=O)c2ccc3c(c2)oc(=O)n3C)cc1	-5	1	.	5	1	0	3	9
Cc1cc(C)n(-c2nc(SCC(=O)Nc3nccs3)c3c4c(sc3n2)COC(C)(C)C4)n1	15	.	.	-4	.	-4	.	-3
Cc1cc(C(=O)Nc2cccc3c2O[C@H](CN(C)S(=O)(=O)c2cn(C)cn2)[C@@H](C)CN([C@H](C)CO)C3=O)n(C)n1	1	2	.	-2	0	-1	-9	-4
Cc1nc(N)sc1-c1csc(Nc2ccccn2)n1	3	.	.	34	.	2	.	4
Cc1cc(C)c2nc(Nc3nc(-c4ccccc4)cc(=O)[nH]3)nc(C)c2c1	.	-28	-0.1	.	-3	.	0	8
CCOc1cc(S(=O)(=O)N2CCCC2)c(C)cc1C	.	-5	.	.	-3	.	2	-3
CC[C@]12c3[nH]c4cc(-c5ccco5)ccc4c3CCN1C(=O)[C@@H](CC(=O)NCC13CC4CC(CC(C4)C1)C3)C[C@@H]2C(=O)N1CCN(C(=O)C2CC2)CC1	-4	-6	0.0	9	1	-7	9	-4
O=C(C[C@H]1C[C@@H]2c3cc(NC(=O)C4CCOCC4)ccc3O[C@@H]2[C@@H](CO)O1)NCc1cc(F)ccc1F	2	-12	0.6	-1	3	0	-3	0
O=S(=O)(Nc1cc(Cl)ccc1N1CCOCC1)c1ccccc1Cl	-6	-3	.	3	-2	6	-15	1
Cc1cccc(NC(=O)Cn2c(=O)oc3ccccc32)c1C	0	-9	.	5	-2	-9	1	0
CCOC(=O)c1cc2ccc(OC(=O)c3ccco3)cc2oc1=O	-4	.	.	6	.	-8	.	-1
Cc1cc(Nc2ccc(Br)cc2F)n2nc(C)nc2n1	-1	4	0.4	-2	0	-4	0	.
COc1cc(/C=N/NC(=O)c2ccncc2)c([N+](=O)[O-])cc1OC	.	-7	.	.	1	.	6	5
C[C@H](CO)N1C[C@H](C)[C@H](CN(C)C)Oc2ncc(Br)cc2C1=O	-20	10	-0.4	-6	9	-2	1	-4
Clc1ccccc1/C=N/c1cc(-c2ccccc2)nn1-c1ccccc1	-12	.	.	?	.	-2	.	4
The listing continues.
SMILES	RAD54 branch	RAD52 anneal inh	E-selectin induc	esBAF inh	CASP6 VEID inh	PglD inh	ERp5 inh	ARNT-TACC3 inh
Cc1ccc(S(=O)(=O)n2ccc(-c3cccc(OCc4c(F)cccc4Cl)c3)n2)cc1	-2	.	.	-35	.	4	.	12
C[C@@H]1CN([C@@H](C)CO)C(=O)Cc2cc(NS(=O)(=O)c3cn(C)cn3)ccc2O[C@@H]1CN(C)S(=O)(=O)c1cn(C)cn1	9	2	-0.2	-1	4	1	15	-16
Cc1ccc(C(O)c2ncc(-c3cccc(F)c3)[nH]2)cc1 (centres undefined)	2	-11	?	29	-1	4	2	.
COc1ccc(NC(=O)COc2ccc(/C=C/c3cc[n+](C)cc3)cc2OC)cc1	.	35	.	7	-15	.	1	0
C[C@@H]1CCCCO[C@@H](CN(C)C)[C@@H](C)CN([C@H](C)CO)C(=O)c2cc(NC(=O)Nc3cccc4ccccc34)ccc2O1	-5	9	-0.1	-2	-2	-2	-2	-4
O=C(N/N=C/c1coc2ccccc2c1=O)c1cc(Br)ccc1O	22	-11	0.0	.	43*	3	5	4
COc1ccc(-c2cc(C(=O)OC3CCOC3=O)c3ccccc3n2)cc1OC (centres undefined)	0	.	.	-4	.	-6	.	-6
Brc1ccc(CN2CC[C@H]3C=CCc4cccc(c43)C2)cc1	-6	-19	0.0	-2	-2	-4	4	14
Cc1noc(C)c1CSCC(=O)Nc1cccc(C(F)(F)F)c1	-1	-11	0.6	-5	-2	2	-1	-12

4 of the compounds above, in markdown:
| Structure | RAD54 branch | RAD52 anneal inh | E-selectin induc | esBAF inh | CASP6 VEID inh | PglD inh | ERp5 inh | ARNT-TACC3 inh |
| --- | --- | --- | --- | --- | --- | --- | --- | --- |
| CCCN1[C@H](C(=O)OC)[C@@H](CO)[C@@H]2Cn3c(ccc(-c4cccnc4)c3=O)[C@@H]21 | . | -8 | -0.4 | . | 4 | . | -2 | . |
| C[C@@H]1CN([C@H](C)CO)C(=O)c2cc(NS(C)(=O)=O)ccc2O[C@@H](C)CCCCO[C@H]1CN(C)C(=O)Nc1ccc(F)cc1 | -6 | -1 | -0.1 | 3 | -1 | 4 | -6 | -7 |
| CCOc1ccc(/C=C/C(=O)N(CC)CC(=O)NCc2cccs2)cc1OC | 3 | -11 | 4.6 | 6 | 6 | 4 | 3 | . |
| CC(C)=C1C2CCC1C1C(=O)N(NC(=O)c3ccco3)C(=O)C21 (centres undefined) | -5 | -10 | 3.8 | -1 | 0 | -9 | 5 | -14 |
